# Screens: PubChem, National Center for Advancing Translational Sciences (NCATS)
# GRP78 ERSR act = induces the endoplasmic reticulum stress response in human glioma cells; U87-MG GRP78 promoter luciferase reporter, 16 h; Potency, µM, for inactives: top-dose activation, usual class: activators; 0.02% of 420,000 active; also: potency is read from the fitted curve at half-maximal effect; series mostly up to about 76 µM; % of control where 0% means no effect; nearly all actives have a fitted effect of over 35% in size
#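 ERSR induction read as luciferase luminescence (Bright-Glo, 10 min at room temperature) in stably transfected human U87-MG glioma cells exposed to compounds for 16 h, using GRP78 as sensor.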
# Vif-APOBEC3G blk = blocks the Vif interaction with human APOBEC3G | AID 602310 | Potency, µM (titrated, usually from 46.1 µM), inactives show top-dose activity, negative = active, most hits filed as inhibitors | 0.076% of 410,000 active | HeLa A3G-eYFP + Vif (tagged APOBEC3G with the HIV-1 protein that degrades it), YFP fluorescence, overnight | Q9HC16;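 also: potency is read from the fitted curve at half-maximal effect; % is scaled to controls: 0 for no effect and ±100 for the full control effect; nearly all actives have a fitted effect of over 60% in size; hits raise eYFP signal because A3G escapes Vif-driven loss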
# Target sequence (Q9HC16 whole entry, looked up): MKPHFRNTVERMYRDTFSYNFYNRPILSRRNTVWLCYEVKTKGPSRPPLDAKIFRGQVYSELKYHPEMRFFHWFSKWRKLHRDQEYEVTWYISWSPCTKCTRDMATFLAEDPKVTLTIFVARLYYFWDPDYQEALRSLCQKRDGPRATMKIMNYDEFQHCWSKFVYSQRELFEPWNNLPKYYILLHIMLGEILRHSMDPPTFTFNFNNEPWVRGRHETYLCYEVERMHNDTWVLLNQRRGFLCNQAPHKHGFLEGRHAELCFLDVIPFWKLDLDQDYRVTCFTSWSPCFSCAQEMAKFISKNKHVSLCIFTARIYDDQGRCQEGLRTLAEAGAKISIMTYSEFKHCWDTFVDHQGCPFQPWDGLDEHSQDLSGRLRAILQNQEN
#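 Read-out is eYFP fluorescence (Ex 488/Em 500-530) from Vif-expressing HeLa A3G-eYFP cells; more signal means A3G escaped Vif-mediated degradation. Cells plated overnight, compound pinned in, incubated overnight at 37 deg C.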
# LDHA block = inhibitors of human lactate dehydrogenase A; P00338; purified LDHA, NADH/diaphorase-resazurin fluorescence; hits give low values; activity change, % (values are at about 110 or 230 µM); 0.15% of 480,000 active; in the data active = activity change below about -30%; inconclusive = mostly about -25% to -30%;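 also: plate controls were DMSO wells for no effect and wells without enzyme for full effect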
#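 Resorufin fluorescence (ex540/em590), read at 0 and 20 min after diaphorase/resazurin addition, reports the NADH left after a 5 min room-temperature reaction of 2 nM human LDH5 with 0.06 mM NADH and 0.2 mM pyruvate.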
# D1 ag = activates the human D1 dopamine receptor. P21728. HEK293 T-REx D1 cells, calcium flux, agonist mode. activation, % at 2 µM. 1% of 360,000 active. AID 504660; in the data active = activation above about 30%; also: 0% is about no effect
#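 Tetracycline-induced HEK293 TREx D1 cells, force-coupled to calcium signalling, were dye-loaded with a no-wash calcium kit. Compound was pin-added after a 10 s baseline. Fluorescence was read kinetically at 1 cycle/s for 180 s, with calcium rises flagged as agonism.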
# D1 antagonist = human D1 dopamine receptor antagonism. AID 504652. P21728. activity change, negative = inhibition, % at 10 µM. 3.2% of 360,000 active. HEK293 TREx D1 cells, calcium flux, dopamine EC80; hits give low values; in the data active = activity change below about -30%; also: % is scaled to controls: 0 for no effect and ±100 for the full control effect
#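 Tetracycline-induced HEK293 Trex D1 cells, force-coupled to calcium, dye-loaded; compounds added and read 180 s, then EC80 dopamine added and calcium flux tracked kinetically another 180 s.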
# RXFP1 ag = activates the human relaxin receptor RXFP1; Q9HBX9; HEK293T-RXFP1 cAMP TR-FRET, 30 min; response scale: percent of porcine relaxin response, buffer zero; AID 2676; 0.3% of 370,000 active; Potency, µM (titrated, usually from 57.5 µM), without a hit: top-dose activation, usual class: activators; also: potency is read from the fitted curve at half-maximal effect; % is scaled to controls: 0 for no effect and ±100 for the full control effect; nearly all actives have a fitted effect of over 60% in size; many of its hits are not listed in these tables
#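 HEK293T cells stably expressing RXFP1 were pretreated with the PDE4 inhibitor Ro 20174, exposed to compounds for 30 min at 37C, lysed, and cAMP was read by TR-FRET. Data normalized to buffer (basal) and 29 nM porcine relaxin (100%).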
# D2 potentiator = positively modulates the human D2 dopamine receptor allosterically; HEK293 T-REx D2, calcium flux, EC20 dopamine potentiation; potentiation, % at 10 µM; 0.34% of 340,000 active; AID 485347;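 active = potentiation over 3 SD above the plate norm, cut at about 30% in these data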; also: 0% is about no effect
# Target sequence (P14416 whole entry, looked up): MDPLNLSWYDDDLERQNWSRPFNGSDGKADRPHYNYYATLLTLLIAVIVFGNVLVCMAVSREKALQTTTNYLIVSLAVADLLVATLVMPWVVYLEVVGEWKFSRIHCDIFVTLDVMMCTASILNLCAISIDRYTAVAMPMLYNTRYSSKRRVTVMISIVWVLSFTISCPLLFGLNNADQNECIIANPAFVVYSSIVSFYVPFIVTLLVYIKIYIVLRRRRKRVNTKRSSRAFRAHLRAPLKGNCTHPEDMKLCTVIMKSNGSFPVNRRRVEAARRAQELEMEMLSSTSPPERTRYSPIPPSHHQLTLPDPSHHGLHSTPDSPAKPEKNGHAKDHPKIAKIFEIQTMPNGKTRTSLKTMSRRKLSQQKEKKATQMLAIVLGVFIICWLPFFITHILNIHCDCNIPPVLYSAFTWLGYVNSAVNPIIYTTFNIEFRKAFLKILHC
#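 Potentiation of an EC20 dopamine calcium response is measured in a force-coupled, tetracycline-inducible Hek293 Trex D2 line. Compound-only kinetic reads over 180 s flag agonists before dopamine addition.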
# D1 PAM = potentiators of human D1 dopamine receptor; P21728; 0.036% of 360,000 active; potentiation, % at 10 µM; HEK293 TREx D1 cells, calcium flux, dopamine EC20 potentiation; in the data active = potentiation above about 30%; also: 0% is about no effect
# Vif-A3F inh = inhibitors of Vif-A3F interaction; HeLa A3F-eYFP + Vif (tagged APOBEC3F with the HIV-1 protein that degrades it), YFP fluorescence increase; Potency, µM (top dose mostly 46.1 µM), without a hit: at the top dose activity, negative = active; 0.2% of 390,000 active; also: potency is read from the fitted curve at half-maximal effect; % of control where 0% means no effect; nearly all actives have a fitted effect of over 65% in size
#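 Fluorescence increase (Ex 488/Em 500-530) after overnight compound treatment at 37 deg C flags inhibition of Vif-driven A3F-eYFP loss in stable HeLa A3F-eYFP/Vif cells seeded overnight beforehand.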
# Starred values were filed as active, the others as inactive; ? = inconclusive; . = no result given. Unless noted, calls follow the shape of the dose curve; as a rule, active = well fitted curve in the direction sought with a large enough effect; inconclusive = small, poorly fitted or top-dose-only effect, or another doubt; inactive = no such curve, though single readings can be large; an effect the other way counts as inactive or inconclusive.
SMILES,GRP78 ERSR act,Vif-APOBEC3G blk,LDHA block,D1 ag,D1 antagonist,RXFP1 ag,D2 potentiator,D1 PAM,Vif-A3F inh
CCOC(=O)N1CCC(NC(=O)c2ccccc2C(=O)O)CC1,-3%,2%,-4,2,12,0.3%,-1,-4,5%
Cc1cc(C(=O)OCC(=O)NC(=O)NC(C)(C)C)c(C)o1,-1%,-5%,1,2,-8,-0.2%,1,2,-4%
CCC1=NN(S(=O)(=O)c2ccc(C)cc2)C(O)(C(F)(F)F)C1 (centres undefined),-1%,4%,-3,4,0,1.9%,4,3,-3%
Cc1ccc(OCc2ccc(C(=O)N3CCCC3)o2)c([N+](=O)[O-])c1,5%,-8%,-5,-4,28,-1.4%,24,2,-4%
CCc1nc2ccc(C(=O)Nc3ccc(NC(C)=O)cc3)cc2nc1CC,-4%,2%,-11,1,2,-2.1%,7,3,-10%
O=C(Cn1ncc2c3ccccc3n(Cc3ccccc3)c2c1=O)N1CCN(c2ccccn2)CC1,-3%,5%,-4,1,5,3.3%,7,-1,3%
Cc1ccc(Sc2c(C(=O)NCc3cccc(F)c3)[nH]c3ccccc23)cc1,-6%,-3%,2,2,19,-2.9%,7,5,-4%
CC1=C(C(=O)Nc2ccccc2)C(c2ccncc2)C(C#N)=C(SCC(=O)NC(C)C)N1 (centres undefined),-3%,1%,2,3,-4,-0.5%,10,3,2%
CCC(Cn1nnc2ccccc2c1=O)NC(=O)Nc1cc(Cl)ccc1OC (centres undefined),-3%,4%,1,3,-5,-8.8%,-31,-1,6%
COc1ccc(C2=NOC(C)(c3nnc(Cc4ccccc4)o3)C2)cc1 (centres undefined),-1%,2%,-3,.,.,.,.,.,-3%
CCc1cccc(C)c1NC(=O)c1cc(S(=O)(=O)N2CCC3(CC2)OCCO3)ccc1F,-2%,3%,3,-2,-25,2.6%,-9,-4,-4%
COc1cccc(OCc2cc(C(=O)N3CCN(C4CCCCC4)C(=O)C3)no2)c1,-2%,1%,-3,9,3,0.5%,5,-1,1%
CSc1ncc(Cl)c(C(=O)Nc2ccc(S(=O)(=O)N3CCC(C)CC3)cc2)n1,-2%,2%,2,5,-17,4.6%,6,-1,5%
CCSc1ccc(NC(=O)c2cccnc2)cc1,7%,-5%,-4,1,-5,3.0%,-1,-7,.
COc1ccc(-n2cnc3cc(NCc4ccco4)ccc32)cc1,-1%,3%,13,3,-5,0.4%,18,-5,0%
Cc1cc(CNC(=O)CC2C(=O)NCCN2CC(c2ccccc2)c2ccccc2)on1 (centres undefined),5%,-2%,-4,1,-5,-1.6%,-2,1,-4%
Cc1noc(Cn2c(=O)c3ccccc3n(CC(=O)Nc3ccccc3C(F)(F)F)c2=O)n1,-3%,-1%,-17,2,-2,10%,13,-1,-1%
COc1ccc(-c2cc(C(=O)Nc3c(Cl)cccc3Cl)no2)cc1OC,-1%,-6%,-5,0,3,1.2%,-2,0,-4%
O=C(CSc1nc(O)c(Cc2ccccc2)c(=O)[nH]1)c1ccccc1,12%,1%,-4,2,11,0.6%,13,-3,4%
CC1CCCC(NCC(O)COC(c2ccc(F)cc2)c2ccc(F)cc2)C1C (centres undefined),-17%,-3%,-7,63*,17,-0.7%,19,-8,?
CN(Cc1c(C(=O)N/N=C/c2ccccc2)nnn1-c1nonc1N)c1ccccc1,-4%,0%,-6,-1,-1,0.0%,2,6,-8%
Cc1ccc(OCC(=O)NC2CCS(=O)(=O)C2)c(C)c1 (centres undefined),-5%,0%,-3,1,-20,1.8%,5,-1,1%
CNc1nc(N)c([N+](=O)[O-])c(Nc2cccc(F)c2)n1,-7%,-6%,-7,0,0,2.2%,9,2,4%
Cc1oc(-c2ccc(Cl)cc2)nc1CN1CCCC(C(=O)N2CCN(C(=O)c3ccco3)CC2)C1 (centres undefined),-1%,1%,-8,3,3,0.2%,16,-1,2%
Cn1c(/C=C/c2ccc([N+](=O)[O-])o2)nc2ccccc2c1=O,-9%,2.8µM*,2,3,6,11%,26,-2,11µM*
SMILES,GRP78 ERSR act,Vif-APOBEC3G blk,LDHA block,D1 ag,D1 antagonist,RXFP1 ag,D2 potentiator,D1 PAM,Vif-A3F inh
Cc1cc(C(=O)CN2C(=O)C(=O)N(C3CCCC3)C2=O)c(C)n1-c1ccc(F)cc1,-1%,1%,-2,4,-19,-2.1%,.,-5,4%
CC(=O)Nc1ccc(S(=O)(=O)N2CCN(c3ccc(C)c(Cl)c3)CC2)cc1,-7%,-3%,-7,0,12,0.4%,5,1,-4%
COc1ccc(C(=O)NCCc2nnc(SCc3nc4ccccc4c(=O)[nH]3)n2C)cc1,0%,-10%,-8,0,-8,-0.1%,2,-1,-6%
NS(=O)(=O)c1ccc(N2C(=O)CCCC2=O)cc1,-4%,0%,0,.,.,.,.,.,0%
COCCCNc1nc2nonc2nc1NCCSC,-2%,4%,-1,5,-14,3.9%,-3,2,-6%
CS(=O)(=O)NC1c2cccc3cccc(c23)C1Sc1nncn1/N=C/c1ccco1 (centres undefined),-1%,-12%,-1,2,14,1.6%,-7,-6,5%
CCS(=O)(=O)Nc1c(C(=O)O)[nH]c2ccccc12,5%,4%,3,4,2,2.4%,-3,0,2%
Cc1ccc(/C(O)=C2\C(=O)C(=O)N(C)C2c2ccccc2[N+](=O)[O-])cc1 (centres undefined),-6%,-4%,0,1,4,-5.6%,16,10,-6%
COc1ccccc1CNC(c1ccccc1)c1ccccc1,10%,-5%,-8,7,5,5.3%,-5,-2,-5%
C/C(CC(=O)N1CCCC1)=N\NC(=O)c1cc2ccccc2cc1O,5%,-5%,6,17,-8,2.6%,.,-5,0%
CC1CCN(C(=S)c2ccc(N(C)C)cc2)CC1,8%,-1%,0,3,-5,-2.9%,3,-2,3%
Cc1ccc(NC(=O)/C(Cl)=C\c2ccccc2)cc1,-13%,-6%,-6,6,-16,1.4%,5,-5,-1%
CCOC(=O)N1CCN(C(=O)c2ccc3c(=O)n(-c4ccccc4F)c(=S)[nH]c3c2)CC1,0%,-2%,1,5,-8,-2.4%,16,2,16%
Cc1ccc(NC(=S)NC(=O)/C=C/c2ccco2)c(O)c1,1%,-17%,1,1,0,2.9%,-2,0,-2%
Cc1ccc(C)c2sc(NC(=O)c3ccc(N4CCCCC4)c([N+](=O)[O-])c3)nc12,2%,1%,-6,3,20,-1.2%,-5,8,3%
O=C(CNc1cccc([N+](=O)[O-])c1)NC(=O)NC1CCCCC1,-2%,-6%,-1,.,.,.,.,.,-9%
CC(=O)C(C)Oc1ccc2c3c(c(=O)oc2c1C)CCCC3 (centres undefined),4%,-6%,6,4,-3,2.3%,0,3,4%
CC(C)(C)OC(=O)N1CCC(c2c(C(=O)N3CCN(c4ccccc4)CC3)cnn2-c2ccccc2)CC1,-3%,7%,0,1,0,-1.0%,4,0,-3%
Cc1cccc(-c2noc(-c3cc(C(C)C)[nH]n3)n2)c1,-3%,5%,-3,42*,-9,0.8%,-1,-3,0%
COc1cccc(N2CCN(C(=O)c3c(C)oc4ncnc(N5CCCCC5)c34)CC2)c1,-2%,2%,0,-1,3,-0.8%,-1,0,-1%
Cc1cccc(C)c1OCc1n[nH]c(=S)n1N,-3%,1%,0,0,1,-0.1%,-5,-6,-3%
COc1ccc(CNC(=O)CN(C(=O)CCC(=O)Nc2ccccn2)c2ccc(C)cc2)cc1,1%,-4%,-2,3,-13,0.1%,-4,1,12%
O=C(Nc1ccc(Nc2ccccc2)cc1)c1ccc(F)cc1,5%,-12%,-2,6,-18,4.8%,-1,-9,-7%
CC1CCN(C2(O)C(=O)Nc3ccc([N+](=O)[O-])cc32)CC1 (centres undefined),-2%,-2%,8,-1,6,1.4%,-2,2,4%

# A draw from above in order of length of the SMILES, ascending:
SMILES,GRP78 ERSR act,Vif-APOBEC3G blk,LDHA block,D1 ag,D1 antagonist,RXFP1 ag,D2 potentiator,D1 PAM,Vif-A3F inh
NS(=O)(=O)c1ccc(N2C(=O)CCCC2=O)cc1,-4%,0%,0,.,.,.,.,.,0%
COc1ccc(-n2cnc3cc(NCc4ccco4)ccc32)cc1,-1%,3%,13,3,-5,0.4%,18,-5,0%
Cc1cc(C(=O)OCC(=O)NC(=O)NC(C)(C)C)c(C)o1,-1%,-5%,1,2,-8,-0.2%,1,2,-4%
C/C(CC(=O)N1CCCC1)=N\NC(=O)c1cc2ccccc2cc1O,5%,-5%,6,17,-8,2.6%,.,-5,0%
CCC(Cn1nnc2ccccc2c1=O)NC(=O)Nc1cc(Cl)ccc1OC (centres undefined),-3%,4%,1,3,-5,-8.8%,-31,-1,6%
O=C(CNc1cccc([N+](=O)[O-])c1)NC(=O)NC1CCCCC1,-2%,-6%,-1,.,.,.,.,.,-9%
CC1CCN(C2(O)C(=O)Nc3ccc([N+](=O)[O-])cc32)CC1 (centres undefined),-2%,-2%,8,-1,6,1.4%,-2,2,4%
CSc1ncc(Cl)c(C(=O)Nc2ccc(S(=O)(=O)N3CCC(C)CC3)cc2)n1,-2%,2%,2,5,-17,4.6%,6,-1,5%
COc1ccc(C(=O)NCCc2nnc(SCc3nc4ccccc4c(=O)[nH]3)n2C)cc1,0%,-10%,-8,0,-8,-0.1%,2,-1,-6%
Cc1noc(Cn2c(=O)c3ccccc3n(CC(=O)Nc3ccccc3C(F)(F)F)c2=O)n1,-3%,-1%,-17,2,-2,10%,13,-1,-1%

# An excerpt (hit frequency here may not be typical).
